Compound activity as filed in PubChem BioAssay.
3CLpro inhibitor – SARS-CoV 3CLpro protease inhibition; P0C6X7; recombinant SARS-CoV 3CLpro, quenched FRET peptide cleavage; inhibition, % at 6 µM; 290,000 compounds, 0.14% hits; AID 1706; in the data active means inhibition above about 12%
Rv3671c inh – inhibits the M. tuberculosis serine protease Rv3671c. P9WHR9. inhibition, % at 5.96 µM. 320,000 compounds, 0.048% hits. AID 2606; in the data active means inhibition above about 38%;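 further: extracellular domain of Rv3671c used as enzyme; 0% = enzyme with DMSO and 100% = no enzyme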
VHR inh abs – inhibitors of human VHR1 phosphatase (DUSP3); P51452; recombinant VHR phosphatase, pNPP absorbance; inhibition, % at 13.3 µM; 290,000 compounds, 0.52% hits; in the data active means inhibition above about 50%; further: some compounds called inactive have numbers as strong as hits
PrPC surface inh – inhibitors of human cell surface prion protein PrPC. TR-FRET read-out. inhibition, % at 13.8 µM. 370,000 compounds, 0.43% hits. AID 720596; in the data active means inhibition above about 24%; further: 0% = median of the test wells and 100% = reference compound wells
TcdB inh – TcdB glycohydrolase inhibition; P18177; TcdB glycohydrolase enzymatic assay, plate reader; inhibition, % at 9.99 µM; 350,000 compounds, 0.24% hits; in the data active means inhibition above about 10%
MazF activator – MazEF (E. coli) toxin RNase activation; P0AE70; FAM/BHQ RNA-DNA oligo cleavage fluorescence, 5 h; activation, % at 20 µM; 350,000 compounds, 0.32% hits; in the data active means activation above about 50%
CCHF vOTU inh – CCHFV vOTU protease inhibition; AID 651958; Pep-AMC fluorescence; 370,000 compounds, 0.55% hits; inhibition, % at 11.5 µM; in the data active means inhibition above about 30%; further: 0% = vehicle wells with enzyme and 100% = no enzyme wells
PriA SSB inh – blocks PriA binding to SSB C-terminal tail; AID 1272365; inhibition, % at 33 µM; AlphaScreen SSBct-PriA binding, biotinylated peptide; 430,000 compounds, 0.6% hits; in the data active means inhibition mostly above about 37%, no sharp cut-off; inactive means mostly below about 20%;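 further: plate controls were negative control peptide for no effect and reference peptide for full effect; strong numbers were not always called active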
Y pestis TopoI – Y. pestis Topo-I inhibition via cleavage products; Y. pestis Topo-I cleavage product accumulation, plate reader; activity, % at 10 µM; 360,000 compounds, 0.064% hits; AID 504884; in the data active means activity above about 50%, passing the limit was not always enough; further: inactives centre near 2
Vc quorum ag – inducers of Vibrio cholerae quorum light production without autoinducers | 350,000 compounds, 0.16% hits | activation, % at 18.7 µM | V. cholerae BH1578 lux reporter, luminescence, 6 h; in the data active means activation mostly above about 9.7%, no sharp cut-off; further: not every result past the cut was called active; inactives centre near 0; reference of the scale not given here
Numbers without * were called inactive; i = inactive; . = no result given; & = joins results of further samples. Some of the compounds tested (hit frequency here may not be typical).

SMILES	3CLpro inhibitor	Rv3671c inh	VHR inh abs	PrPC surface inh	TcdB inh	MazF activator	CCHF vOTU inh	PriA SSB inh	Y pestis TopoI	Vc quorum ag
COc1ccc2[nH]c(=O)c(CN(C(=O)NC3CCCCC3)C3CCCCC3)cc2c1	-9	0	-6	14	.	3	0	-4	3	-0.3
COc1ccc([N+](=O)[O-])cc1NC(=O)c1ccc(C)o1	-1	11	-7	-2	-4.1	1	17	1	-8	-0.2
CC(=O)Nc1ccc(NC(=O)c2ccc(NS(=O)(=O)c3cccc4cccnc34)cc2)cc1	-8	-21	18	6	1.3	-7	-4	-5	2	i
CC12CN3CC(C)(CN(C1)C3c1cccs1)C2O (stereo not given)	-1	12	24	-4	.	7	-5	1	10	5.0
CCN(CCCl)Cc1ccccc1Br	.	1	.	12	0.7	-9	0	-1	0	0.6
COc1ccc(-c2coc3cc4oc(=O)c(CC(=O)O)c(C)c4cc23)cc1	-4	.	2	-4	-2.8	-8	-7	-2	12	-0.6
COc1cc(/C=C2/SC(=S)N(Cc3ccccc3)C2=O)ccc1O	2	-34	-4	-4	-2.9	-10	9	5	4	i
O=C(NCCc1nc(-c2ccccc2)cs1)c1ccc(Br)cc1	6	-7	-7	-2	.	1	-14	-5	5	-0.7
CC(O)(c1ccccc1)c1nc(-c2cc3ccccc3o2)cs1 (stereo not given)	.	.	.	8	0.9	.	22	.	-4	-0.5
CCOC(=O)C(/C=C(\C#N)C(=O)OCC)=C(/N)N1CCN(c2ccc(Cl)cc2)CC1	1	2	-2	3	.	3	20	.	-4	i

One compound at a time (already shown):
Listed for CCN(CCCl)Cc1ccccc1Br = 3CLpro inhibitor: .; Rv3671c inh: 1; VHR inh abs: .; PrPC surface inh: 12; TcdB inh: 0.7; MazF activator: -9; CCHF vOTU inh: 0; PriA SSB inh: -1; Y pestis TopoI: 0; Vc quorum ag: 0.6
Listed for CCOC(=O)C(/C=C(\C#N)C(=O)OCC)=C(/N)N1CCN(c2ccc(Cl)cc2)CC1 = 3CLpro inhibitor: 1; Rv3671c inh: 2; VHR inh abs: -2; PrPC surface inh: 3; TcdB inh: .; MazF activator: 3; CCHF vOTU inh: 20; PriA SSB inh: .; Y pestis TopoI: -4; Vc quorum ag: i
Listed for CC12CN3CC(C)(CN(C1)C3c1cccs1)C2O (stereo not given) = 3CLpro inhibitor: -1; Rv3671c inh: 12; VHR inh abs: 24; PrPC surface inh: -4; TcdB inh: .; MazF activator: 7; CCHF vOTU inh: -5; PriA SSB inh: 1; Y pestis TopoI: 10; Vc quorum ag: 5.0

New compounds follow
SMILES	3CLpro inhibitor	Rv3671c inh	VHR inh abs	PrPC surface inh	TcdB inh	MazF activator	CCHF vOTU inh	PriA SSB inh	Y pestis TopoI	Vc quorum ag
Cc1ccc(CC(NC(=O)c2ccccc2)C(=O)NC(Cc2ccccc2)C(=O)O)cc1 (stereo not given)	-2	-2	9	7	-1.8	-5	4	-5	9	i
COc1ccc(CN2CC[C@@H](N3CCOCC3)[C@H](O)C2)cc1F	0	4	-8	-11	0.8	6	-1	-2	-2	-0.7
COc1ccc([C@H]2CC(=O)C=C(c3ccc(C)c4ccccc34)C2)cc1	.	-15	.	5	0.6	1	14	5	39	i
c1ccc(CCc2cc3ccccc3[nH]2)cc1	.	-3	.	-3	0.1	8	6	28	-7	i
Cc1ccc([N+](=O)[O-])cc1NC(=O)c1ccc2c(c1)OCO2	1	-3	27	2	1.3	5	2	-9	-5	i
CCOC(=O)N1CCN(C(=O)c2ccc(OCC)c(OCC)c2)CC1	-3	1	-5	6	.	-4	5	7	-10	-0.4
Cc1ccc(NC(=O)CS(=O)CC(=O)N(CC(=O)NC2CCCC2)c2cccc(C)c2C)cc1 (stereo not given)	1	-3	6	1	1.3	0	10	-6	21	i
Cc1ccc(S(=O)(=O)Nc2ccc(S(=O)(=O)NCC3CCCO3)cc2)cc1 (stereo not given)	1	-12	12	5	0.0	8	12	-21	-4	-0.3
O=S1(=O)CCN(Cc2ccc(Cl)c(Cl)c2)CC1	3	5	11	1	.	-6	7	-11	1	-0.6
COC(=O)c1ccc(CNC(=O)c2ccc(NS(=O)(=O)c3ccc4[nH]c(=O)[nH]c4c3)cc2)cc1	.	-13	.	4	-0.5	5	4	3	-10	6.5
Nc1ccc(C(=O)N/N=C/c2cccc(Oc3ccccc3)c2)cc1	-3	.	37	8	0.2	-9	4	.	-11	-0.3
Cc1cccc(C)c1OCC(=O)NNC(=O)c1ccoc1C	3	-5	24	-6	.	-4	9	17	-5	-0.2
O=C1C2C3C=CC(C3=C3CCCCC3)C2C(=O)N1Cc1ccccc1 (stereo not given)	9	0	-11	0	.	21	1	-8	3	-0.1
COc1ccc(C(=O)N2CCN(S(=O)(=O)c3ccc4c(c3)OCCO4)CC2)cc1	.	.	.	-1	0.2	-1	-5	.	6	i
Cc1cccc(C(=O)Nc2cccc(C(=O)Nc3cc(C)ccn3)c2)c1	0	-7	0	.	.	8	.	-8	0	i
CCOC(=O)c1ccc(NC(=O)CSc2nnnn2CCCO)cc1	-1	16	-12	-7	.	2	-6	0	-1	i
Cc1oc(-c2ccccc2F)nc1CN1CCC(C(=O)NC2CC2)CC1	-5	4	8	-9	.	-2	10	-11	8	-12
Cc1cccc2nc(-c3cccnc3)c(Nc3ccccc3)n12	0	6	-5	2	0.1	9	7	12	18	i
CCCOc1ccc(C(F)(F)F)cc1NC(=O)c1cc(C)on1	.	-12	.	-5	0.9	1	-5	-30	-5	-2.6
CCOC(=O)N1CCC(NC(=O)CCCC(=O)O)CC1	-5	-4	5	4	0.8	-5	0	1	-1	i
Cc1noc(C)c1CN1C(=O)c2cccc([N+](=O)[O-])c2C1=O	-1	2	2	-2	-0.5	0	9	-11	2	7.8
COc1ccccc1NC(=O)N(C1CCCC1)C1CCN(C(C)=O)CC1	-9	-10	38	7	-2.8	3	-3	0	6	-0.2
Cc1cc(C)n(CC(=O)c2ccccc2)c(=O)c1C#N	0	-1	15	-6	.	7	17	-3	0	i
O=C1[C@H](Cc2ccccc2)NCC=CC[C@@H](c2ccc(Cl)cc2)N1Cc1ccccc1	.	.	.	-5	3.1	7	7	7	43	i
CCCn1c(=O)n(C)c(=O)c2c(SCC(=O)Nc3cc(C)on3)nc(C(C)(C)C)nc21	.	-1	.	-5	3.0	4	9	-20	39	-2.5
CC1CCCN(C(=O)CCCn2c(=S)[nH]c3ccccc3c2=O)C1 (stereo not given)	-1	2	-10	0	.	7	12	3	1	-0.3
COc1cc(C(=O)ON=C2C=C(C)C(=O)C(C)=C2)cc(OC)c1OC	-4	-5	3	-10	1.2	-8	-1	-10	-4	-0.3
O=C(C[n+]1cc(Br)cc(Br)c1)c1cccc([N+](=O)[O-])c1	3	-13	1	-8	0.3	-1	-4	-3	-14	-2.3
COc1nc(NCC2CCCO2)nc(N2CC3CC(C2)c2cccc(=O)n2C3)n1 (stereo not given)	3	2	-1	-2	0.5	8	-1	-9	4	i
COc1ccc(NC(=S)NCc2cccs2)cc1	0	3	44	-4	2.0	3	5	-8	2	-0.2
Cc1ccc(S(=O)(=O)N2CCOCCOCCOCCOCCOCC2)cc1	-1	-7	46	-3	-1.0	2	1	-14	-5	0.6
OCCNc1nc(-c2ccccc2)c2cc(Br)ccc2n1	2	-8	17	-9	0.0	-7	-25	-17	-4	i
COc1ccc(NC(=O)CN(C)C(=O)c2ccc(COc3ccccc3)o2)cc1	.	3	.	3	1.9	-2	8	-8	6	-1.0
Cc1cc(C(=O)N2CCCC2)n[nH]1	1	.	17	5	1.0	2	11	-19	1	i
COc1cc(OC)c(C(=O)NNC(=O)c2ccccc2-n2cccc2)cc1OC	.	-12	.	6	1.1	-9	7	-2	0	i
NC(=S)N=Nc1ccc(O)cc1	.	.	.	3	0.7	-7	-8	2	-4	i
CC(=O)O[C@@H](C[C@@H](C)C1=C2C[C@H](O)C3[C@@]4(C)CCC(=O)C(C)(C)C4CC[C@]3(C)[C@@]2(C)CC1)[C@H]1OC1(C)C (stereo not given in full)	.	.	.	0	1.5	5	17	-4	18	i
O=C(O)c1cccc(Nc2nc(-c3cc4ccccc4oc3=O)cs2)c1	5	.	21	2	0.8	2	-2	-9	-6	i
CC(=O)Nc1cnc(-c2cccc(C(=O)N3CCOCC3)c2)cn1	.	.	.	5	1.0	.	-7	.	-7	-0.4
COc1ccc(/C(C)=C2/SC(=S)N(CCC(=O)O)C2=O)cc1	-1	-5	23	0	.	-7	11	4&-14	14	-3.6
O=C(c1ccc(Br)cc1)c1cc([N+](=O)[O-])ccc1N1CCCCC1	6	-3	15	-5	.	3	0	12	-3	-0.2
O=C(NNC(=S)Nc1ccccc1C(F)(F)F)c1cccnc1	-1	-3	45	8	1.6	1	-7	8	-2	i
Cc1cccc(-c2nc(CN3CCCC(C(=O)NC4CCCCCC4)C3)c(C)o2)c1 (stereo not given)	-1	9	21	0	.	-8	27	13	21	-0.4
CN(C)c1nc(N(C)C)nc(N2CCCCC2)n1	4	10	19	1	.	-4	14	-17	15	.
Cc1cc(SCC(=O)N2CCC(c3noc4ccc(F)cc34)CC2)nc2ccccc12	4	-7	-12	7	.	-15	-3	-6&-10	-1	i
Cc1ccc(NC(=O)Nc2nnc(-c3ccccc3F)s2)cc1	8	0	8	4	-1.2	-20	-12	-13	4	-0.6
CN(C)C(CNC(=O)c1ccc(C(F)(F)F)cc1)c1ccco1 (stereo not given)	-4	4	2	-1	1.2	4	-2	-7	1	-0.9
CC(C)[C@H](N)c1nnc(SCc2ccc(Cl)cc2)o1	1	6	10	0	.	-4	14	-3	11	-5.6
CC(C)C[C@H](NC(=O)CCCn1nnc2ccccc2c1=O)C(=O)O	1	1	17	2	-0.5	9	-5	-2	-2	-0.6
Cc1nc2sc(C(=O)Nc3ccccc3Cc3ccccc3)c(C)c2c(=O)[nH]1	1	-4	-7	-5	0.7	15	-1	-9	1	-0.3
Going on with the list.
SMILES	3CLpro inhibitor	Rv3671c inh	VHR inh abs	PrPC surface inh	TcdB inh	MazF activator	CCHF vOTU inh	PriA SSB inh	Y pestis TopoI	Vc quorum ag
CN(C)c1ccc(C(=O)Nc2ccc(S(=O)(=O)Nc3nccs3)cc2)cc1	-2	-46	14	5	1.5	2	17	-2	16	i
COc1ccc(CNC(=O)Cn2nc([N+](=O)[O-])cc2C)cc1	0	1	10	-6	-0.2	9	-9	-1	9	-0.6
Cc1c(NC(=O)C2C3C=CC(C3)C2C(=O)O)c(=O)n(-c2ccccc2)n1C (stereo not given)	0	3	33	.	-1.5	3	.	2	-3	6.2
Cn1c(=O)c2ccccc2n(CC(=O)NCCC2=CCCCC2)c1=O	-1	-1	8	3	1.4	1	2	1	5	-0.2
CC(=O)Nc1nc2ccc(-c3nc4ccccc4o3)cc2s1	-4	-24	-5	1	.	-6	-22	-1	10	i
CCN(CC(=O)Nc1ccccc1OC)C(=O)CN1C(=O)NC(C)(c2ccc(C)cc2)C1=O (stereo not given)	.	-6	.	8	1.1	2	1	7	0	-0.4
Cc1cc(N2C(=O)C(O)=C(C(=O)c3cc4ccccc4o3)C2c2ccc([N+](=O)[O-])cc2)no1 (stereo not given)	9	-9	-18	2	0.8	9	13	7	6	i
CCCN(Cc1cc2cc(OC)ccc2[nH]c1=O)C(=O)c1ccco1	3	-1	13	0	1.9	-4	-7	-4	2	i
CCOc1ccc(Oc2ccccc2NC(=O)CSCC(=O)Nc2cc(C)on2)cc1	.	-1	.	22	0.0	3	10	-4	32	-0.3
Fc1ccc(F)c(C2=NNC(=Nc3ccccc3F)SC2)c1	4	0	2	9	1.5	-1	4	38	-8	-0.2
Cc1c(OCC(=O)NCC2CCC(C(=O)O)CC2)ccc2c(-c3ccccc3)cc(=O)oc12 (stereo not given)	-2	-3	13	-5	-0.8	-13	12	4	1	-0.2
O=C(Cc1ccccc1)Nc1ccccc1C(=O)N1CCN(c2ccccc2)CC1	1	-7	32	-6	2.1	0	14	-6	-8	-0.1
Cc1nc2c(C(=O)NCCC(C)C)c[nH]n2c(=O)c1Cl	-1	-4	6	9	.	-6	27	-1	-4	-0.5
CCCCC(=O)Nc1ccc(NC(=O)C2CC2)nc1	1	1	-1	-4	.	1	-10	-11	3	-0.3
Cc1ccc(-n2c(-c3cc(C)n(C)n3)n[nH]c2=S)cc1	0	1	20	8	.	6	-3	-12	2	i
CCCNC(=O)C1CCN(S(=O)(=O)c2cccs2)CC1	0	2	6	7	1.6	5	2	-17	-10	-0.4
